Bioassay records: PubChem, National Center for Advancing Translational Sciences (NCATS)
POLB inh: inhibitors of human DNA polymerase beta; Pol beta primer extension/strand displacement, fluorescence kinetic; Potency, µM (series often up to 114 µM), inactives show at the highest dose activity change, negative = inhibition, actives largely listed as inhibitors; 340,000 compounds, 1.3% hits; AID 485314; further: on the % scale 0 is the no-effect control and ±100 the full control effect
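Preincubation: enzyme (10 nM) with compound, 15 min, RT. Reaction: substrate added to 50 nM final. Reads: 0 and 10 min. Analysis: normalized, Hill fit.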
G9a inh: blocks human histone lysine methyltransferase G9a; Potency, µM (titrated, usually from 102 µM), for inactives: at the highest dose activity, negative = inhibition, hits mostly inhibitors; 350,000 compounds, 8.8% hits; G9a H3K9 monomethylation, AlphaScreen, 2 h; Q96KQ7; further: on the % scale 0 is the no-effect control and ±100 the full control effect; nearly all actives have a fitted effect of over 75% in size
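G9a (20 nM) was preincubated 15 min with compound, then reacted 2 h at room temperature with 500 nM biotin-H3K9 peptide and 20 µM SAM. Monomethyl-H3K9 detected by AlphaScreen using anti-H3K9me1 antibody.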
Anesthetic bind: binds horse apoferritin like a general anesthetic; P02791; apoferritin/1-aminoanthracene competitive binding, fluorescence; Potency, µM (top dose mostly 77.5 µM), for the others: at the highest dose activity change, negative = displacement, actives largely listed as inhibitors; 350,000 compounds, 0.074% hits; AID 485281; further: on the % scale 0 is the no-effect control and ±100 the full control effect; nearly all actives have a fitted effect of over 20% in size
Target sequence (P02791 2-175 limits assumed): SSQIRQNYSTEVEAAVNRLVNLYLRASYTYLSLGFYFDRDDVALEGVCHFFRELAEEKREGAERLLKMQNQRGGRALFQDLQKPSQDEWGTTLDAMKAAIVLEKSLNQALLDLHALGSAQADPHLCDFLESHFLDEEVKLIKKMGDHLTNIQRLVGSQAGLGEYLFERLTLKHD
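Horse-spleen apoferritin (10 uM) was mixed with 50% saturated 1-aminoanthracene in PBS, exposed to compounds for 10 min at room temperature, and read for fluorescence (ex 380 nm, em 535 nm). Competitive displacement was fitted with a four-parameter Hill equation.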
POLK inh: blocks human DNA polymerase kappa activity; AID 588579; Potency, µM (series often up to 107 µM), inactives show top-dose activity, negative = inhibition, hits mostly inhibitors; Q9UBT6; 400,000 compounds, 0.53% hits; purified Pol kappa, fluorescent DNA synthesis assay, 10 min; further: on the % scale 0 is the no-effect control and ±100 the full control effect
Target sequence (Q9UBT6 whole entry, looked up): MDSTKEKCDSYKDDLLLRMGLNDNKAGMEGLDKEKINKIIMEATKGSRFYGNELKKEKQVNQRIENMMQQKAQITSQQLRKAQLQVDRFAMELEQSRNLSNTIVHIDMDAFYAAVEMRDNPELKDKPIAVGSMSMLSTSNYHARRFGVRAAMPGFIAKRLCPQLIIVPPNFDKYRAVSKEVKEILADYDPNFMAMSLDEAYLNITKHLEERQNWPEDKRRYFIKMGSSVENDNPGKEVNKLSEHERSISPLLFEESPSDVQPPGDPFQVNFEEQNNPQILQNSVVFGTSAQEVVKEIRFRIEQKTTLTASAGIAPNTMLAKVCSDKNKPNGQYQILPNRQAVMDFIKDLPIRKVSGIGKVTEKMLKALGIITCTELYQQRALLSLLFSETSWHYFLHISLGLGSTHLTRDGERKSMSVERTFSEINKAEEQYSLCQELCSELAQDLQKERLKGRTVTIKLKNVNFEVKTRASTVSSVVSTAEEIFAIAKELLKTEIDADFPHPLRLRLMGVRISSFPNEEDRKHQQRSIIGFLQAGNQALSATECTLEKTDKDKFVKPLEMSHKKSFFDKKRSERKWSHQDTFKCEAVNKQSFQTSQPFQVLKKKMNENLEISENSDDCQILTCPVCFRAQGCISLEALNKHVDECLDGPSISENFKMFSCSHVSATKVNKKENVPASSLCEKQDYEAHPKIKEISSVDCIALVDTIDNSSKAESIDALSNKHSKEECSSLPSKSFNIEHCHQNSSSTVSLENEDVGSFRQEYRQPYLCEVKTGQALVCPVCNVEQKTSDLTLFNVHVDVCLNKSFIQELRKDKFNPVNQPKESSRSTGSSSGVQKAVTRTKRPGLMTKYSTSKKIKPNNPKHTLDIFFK
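Kinetic fluorescence readout at 0 and 10 min followed reaction start with substrate at 50 nM final. Beforehand, enzyme (10 nM Pol kappa) stood 15 min with compound at room temperature; buffer-only wells were negative controls.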
BAZ2B block: inhibitors of human BAZ2B bromodomain; Q9UIF8; AlphaScreen BAZ2B-H3K14Ac peptide displacement; Potency, µM (highest dose often 114 µM), without a hit: at the top dose activity change, negative = inhibition, actives largely listed as inhibitors; 360,000 compounds, 4.4% hits; further: on the % scale 0 is the no-effect control and ±100 the full control effect; nearly all actives have a fitted effect of over 60% in size
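AlphaScreen displacement of biotin-H3(5-23)K14Ac peptide (50 nM final) from BAZ2B (50 nM final) in PBS pH 7.4, 0.01% Tween-20; complex preformed 30 min RT, then compounds (top 110 uM) 30 min RT, beads 20 min dark.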
POLH inh: DNA polymerase eta (human) inhibition; Q9Y253; 390,000 compounds, 1.2% hits; recombinant Pol eta, fluorescent DNA replication assay; AID 588591; Potency, µM (top dose mostly 114 µM), for inactives: at the top dose activity change, negative = inhibition, most hits filed as inhibitors; further: on the % scale 0 is the no-effect control and ±100 the full control effect
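Fluorescent replication assay: 50 nM final substrate added after a 15 min room-temperature compound preincubation with 10 nM enzyme. Signal taken at 0 min and again at 10 min.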
APEX1 inh: inhibitors of human APE1 endonuclease; recombinant APE1, TAMRA/BHQ-2 abasic DNA cleavage fluorescence; Potency, µM (doses to about 65.8 µM), without a hit: top-dose activity change, negative = inhibition, hits mostly inhibitors; 350,000 compounds, 0.35% hits;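 further: plate controls were vehicle for no effect and reference inhibitor for full effect; nearly all actives have a fitted effect of over 55% in size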
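Kinetic fluorescence read (525 ex/598 em nm, three reads 60 s apart) of AP-site incision; signal = third minus first read. Enzyme 0.75 nM, dual-labelled THF duplex 50 nM, compound preincubation 15 min RT.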
Pol iota inh: DNA polymerase iota (human) inhibition; Potency, µM (titrated, usually from 115 µM), inactives show top-dose activity, negative = inhibition, most hits filed as inhibitors; Pol iota fluorescent replication assay, 10 min; 390,000 compounds, 1% hits
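Pol iota at 10 nM preincubated 15 min with compounds at room temperature; reaction started with fluorescent substrate, 50 nM final. Fluorescence read kinetically at 0 and 10 min; buffer-only wells as negative control.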
BLM helicase inh: blocks DNA unwinding by human BLM helicase; P54132; 350,000 compounds, 0.2% hits; recombinant BLM DNA unwinding, fluorescence dequenching; Potency, µM (highest dose often 56.1 µM), inactives show at the top dose activity change, negative = inhibition, hits mostly inhibitors;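 further: plate controls were vehicle for no effect and no enzyme for full effect; nearly all actives have a fitted effect of over 35% in size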
* = called active by the depositor; ? = inconclusive; nt = no result given; [ ] = another dose, or the depositor's remark. The call rests on the fitted dose curve; in most records, active means well fitted curve in the direction sought with a large enough effect; inconclusive means small, poorly fitted or top-dose-only effect, or another doubt; inactive means no such curve, though single readings can be large; an effect the other way counts as inactive or inconclusive. Potency means the concentration at half of the fitted maximal effect. These rows are one share of the data. The share of hits here may be higher or lower than overall.

SMILES	POLB inh	G9a inh	Anesthetic bind	POLK inh	BAZ2B block	POLH inh	APEX1 inh	Pol iota inh	BLM helicase inh
CCOC(=O)c1c(N)n(-c2cc(C)cc(C)c2)c2nc3ccccc3nc12	2%	1%[59 µM]	43%[activator]	-19%	1%	-11%	nt	19%	-6%
CCCN(CCC(=O)Nc1ccccc1F)CC1CC1	6%	-50%[12.7 µM]	-10%	-4%	-13%	-9%	-1%	-6%	-3%
COc1ccc(-c2csc(NC(=O)c3ccc(S(=O)(=O)N4CCc5ccccc5C4)cc3)n2)cc1	-6%	1%[59 µM]	-1%	-9%	-2%	-19%	12%	104%[activator]	2%
COc1cc(C(=O)NC(=S)Nc2csc(-c3ccc(F)cc3)n2)cc(OC)c1OC	23%	-31%	-1%	8%	-14%	-6%	-1%	-18%	-7%
Cc1ccc(N2C(=O)C3C4C=CC(CC4)C3C2=O)cc1Br (stereo not drawn)	0%	-7%[0.501 µM]	?	-16%	51%[activator]	-1%	-1%	17%	1%
O=C(c1ccccc1)c1ccc2c(c1)OCCCO2	1%	nt	-11%	-2%	1%	-18%	8%	47%[activator]	-2%
CC(=O)c1cccc(Nc2c3c(nc4ccccc24)CCC3)c1	2%	-50%	8%	-1%[60.1 µM]	-9%	-5%	17%	0%	-1%
CC(C)C(NC(=O)c1ccccc1NC(=O)c1ccccc1)C(=O)NNC(=O)c1ccncc1 (stereo not drawn)	2%	nt	-4%	-19%	?	-8%	-14%	-9%	-5%
COc1ccc(C(=O)CNc2ccccc2Br)cc1	18%	8%	-15%	3%	37%	-18%	11%	-5%	-8%
Cc1cccc(OCC(=O)Nc2ccc3c(c2)nc2n3CCOC2)c1	-16%	29%	-9%	-4%	-15%	-9%	28%	18%	-2%
Cc1ccc(OCC(=O)Nc2ccc(NC(=O)c3ccco3)cc2)c(C)c1	28µM*	9%	-5%	-6%	-19%	?	8%	?	-7%
CS(=O)(=O)c1cnc(-c2ccccc2)nc1-c1ccccc1Cl	3%	32%[59 µM]	-22%	0%	-9%	-21%	-2%	-26%	0%
COC(=O)CC1Oc2ccccc2-n2cc(-c3ccc(F)cc3)nc21 (stereo not drawn)	4%	-47%[59 µM]	7%	7%	-32%	1%	nt	-2%	-2%
O=C(CCN1C(=O)/C(=C/c2ccccc2F)SC1=S)NCCc1ccc(O)cc1	2%	nt	-5%	6%	-13%	-11%	-11%	25%	-7%
OCC1NCC(O)C(O)C1O (stereo not drawn)	5%[57.1 µM]	2%[59 µM]	nt	0%[60.1 µM]	nt	-1%[57.1 µM]	2%	-5%[58.9 µM]	nt
CCCCn1c(N)nc2ccccc21	-4%	17%[12.7 µM]	-9%	-2%	15%	-11%	12%	30%	2%
OC(COc1ccccc1)CN1CCN(c2ncccn2)CC1 (stereo not drawn)	12%	13%	-7%	-9%	9%	5%	-9%	10%	-1%
O=C(NCCC1=CCCCC1)c1ccc2c(c1)N(Cc1ccc(Cl)cc1)C(=O)c1ccccc1S2=O (stereo not drawn)	24%	-26%[59 µM]	2%	-10%	-10%	-15%	nt	5%	-7%
CCNc1nc(C23CC4CC(CC(C4)C2)C3)cs1	-23%	?	?	-16%	?	-4%	3%	-4%	-4%
O=C(NCc1ccccc1)c1cc2nc(C3CC3)cc(C(F)(F)F)n2n1	50%	13%[0.501 µM]	?	0%	8%	-13%	-1%	-8%	-4%
CC(OC(=O)c1cc2ccccc2[nH]1)C(=O)N(C)c1ccccc1 (stereo not drawn)	nt	nt	nt	6%	nt	-7%	2%	8%	nt
O=C1C2CC=CCC2C(=O)N1c1ncn[nH]1 (stereo not drawn)	1%	-28%[59 µM]	-22%	0%	?	-6%	0%	6%[58.9 µM]	-3%
COC(CN(C(=O)CCl)C(C(=O)NC1CCCCC1)c1ccc(Cl)cc1)OC (stereo not drawn)	3%	-6%[59 µM]	-11%	-1%	10%	0%	3%	4%	4%
COC(=O)Cc1c(C(=O)OC)nnn1-c1ccc(OC)cc1	-23%	-12%	-1%	0%	-12%	-9%	1%	?	2%
Cc1ccnc(NC(=O)c2cc3ccccc3oc2=O)c1	0%	5%	-8%	-11%	0%	-13%	22%	142%[activator]	0%
CCCCNC(=O)c1ccc2c(c1)S(=O)(=O)c1ccccc1C2=O	33%	20%	?	-11%	-19%	1%	9%	0%	-8%
Nc1ccc(Br)c2c1C(=O)c1ccccc1C2=O	?	4%[0.0925 µM]	?	-9%	10µM*	?	3%	?	-15%
CC(=O)Nc1ccc(Nc2nnc(-c3ccc(C)c(S(=O)(=O)NCCO)c3)c3ccccc23)cc1	?	23%	-14%	-30%	-26%	0%	22%	29%	-8%
CCCc1cc(=O)[nH]c(SCC(=O)c2cc(C)n(CC(F)(F)F)c2C)n1	15%	-11%	-23%	1%	nt	-21%	-7%	127%[activator]	-2%
O=C1[C@@H](Oc2ccccc2)[C@@H](c2ccncc2)N1c1ccncc1	nt	nt	nt	-24%	nt	-4%	14%	?	nt
Cn1c(=O)c2c(-c3ccccc3)n(CCCO)cc2n(C)c1=O	9%	-41%[59 µM]	3%	-2%[60.1 µM]	11%	-16%	nt	16%	-1%
N/C(=N\OC(=O)c1cccs1)c1ccc(Cl)cc1	18%	71%[activator]	-9%	-15%	25%	-11%	-3%	29%	-2%
COC(=O)c1ccc2c(=O)n3c(nc2c1)SCC(c1ccccc1)=N3	1%	?	-9%	-5%	8%	7%	-9%	14%	3%
O=C(NNc1c2ccccc2nc2ccccc12)c1ccccc1Cl	-4%	26%	-9%	-3%	-33%	-6%	36%	3%	-6%
Cn1cc(CC(=O)NCCN2CCOCC2)c2ccccc21	17%	-3%[59 µM]	-3%	-17%	-19%	-6%	3%	18%	-1%
Cc1ccc(NC(=O)CSCC(=O)N2CCN(Cc3ccc4c(c3)OCO4)CC2)cc1	48%	62%	-5%	-5%	-11%	-21%	16%	23%	-4%
Cc1ccc(N(CC(=O)Nc2ccc(F)cc2F)S(=O)(=O)c2cccs2)cc1	-16%	-3%[59 µM]	62%[activator]	-24%	nt	-26%	nt	16%	-11%
N#CSCC(=O)c1cccc2ccccc12	-3%	?	?	-20%	5%	2%	-2%	?	-3%
O=S(=O)(Nc1nc2n(n1)C(c1ccc(F)cc1)C=C(c1ccccc1)N2)c1ccc(Cl)cc1 (stereo not drawn)	-16%	?	?	-11%	-3%	?	nt	22%	-4%
CNC(=S)N1N=C(c2ccccc2)CC1c1ccccc1Cl (stereo not drawn)	3%	?	-5%	-5%	-20%	-22%	-2%	25%	-13%

3 records picked at random from the list so far:
SMILES	POLB inh	G9a inh	Anesthetic bind	POLK inh	BAZ2B block	POLH inh	APEX1 inh	Pol iota inh	BLM helicase inh
O=C1[C@@H](Oc2ccccc2)[C@@H](c2ccncc2)N1c1ccncc1	nt	nt	nt	-24%	nt	-4%	14%	?	nt
COC(=O)c1ccc2c(=O)n3c(nc2c1)SCC(c1ccccc1)=N3	1%	?	-9%	-5%	8%	7%	-9%	14%	3%
Cn1cc(CC(=O)NCCN2CCOCC2)c2ccccc21	17%	-3%[59 µM]	-3%	-17%	-19%	-6%	3%	18%	-1%

Returning to the listing, starting 3 compounds before the break.
SMILES	POLB inh	G9a inh	Anesthetic bind	POLK inh	BAZ2B block	POLH inh	APEX1 inh	Pol iota inh	BLM helicase inh
N#CSCC(=O)c1cccc2ccccc12	-3%	?	?	-20%	5%	2%	-2%	?	-3%
O=S(=O)(Nc1nc2n(n1)C(c1ccc(F)cc1)C=C(c1ccccc1)N2)c1ccc(Cl)cc1 (stereo not drawn)	-16%	?	?	-11%	-3%	?	nt	22%	-4%
CNC(=S)N1N=C(c2ccccc2)CC1c1ccccc1Cl (stereo not drawn)	3%	?	-5%	-5%	-20%	-22%	-2%	25%	-13%
N#Cc1ccccc1OCC(=O)Nc1ccc(S(=O)(=O)N2CCOCC2)cc1	nt	nt	nt	-2%	nt	7%	35%[activator]	-3%	nt
O=C(CN1CCN(Cc2ccc(F)cc2Cl)C1=O)NCCc1ccccc1	0%	?	-16%	-18%	12%	-19%	-11%	-29%	-14%
COc1ccc(CNCC(O)(c2ccccc2)c2ccccc2)cc1OC	10%	-2%	-8%	-3%	-14%	-5%	0%	20%	-1%
C=CCn1c(SCn2nnc3ccccc3c2=O)nnc1C1CCCCC1	?	-8%	-17%	-1%	11%	-9%	-2%	23%	3%
O=C(NC(=O)N1CCN(C(c2ccccc2)c2ccccc2)CC1)c1ccccc1	0%	0%[12.7 µM]	-4%	-9%	-13%	-26%	3%	43%[activator]	-5%
COC(=O)c1ccc(CN(c2ccccc2Cl)S(C)(=O)=O)cc1	26%	6%	-12%	-3%	-5%	-8%	-3%	9%	-1%
COc1ccc2sc(-c3ccc(S(C)(=O)=O)cc3)c(-c3ccc(C(N)=O)cc3)c2c1	nt	nt	nt	-3%	nt	7%	2%	-20%	nt
CCc1ccc(-c2cc(C)no2)cc1S(=O)(=O)N1CCCN(Cc2ccc(F)cc2)C1	20%	-8%	7%	0%	-20%	-17%	7%	17%	-6%
O=C(CN1CCN(C(=O)c2ccccc2)CC1)Nc1cc(S(=O)(=O)N2CCCC2)ccc1Cl	nt	-5%[0.501 µM]	nt	11%	-6%	-16%	2%	27%	nt
Cc1ccc(N(C(=O)c2ccc(S(=O)(=O)N3CCOCC3)cc2)C2C=CS(=O)(=O)C2)cc1 (stereo not drawn)	74%	5%[12.7 µM]	1%	-25%	3%	-1%	-3%	3%	0%
OCCC1CN(Cc2ccccn2)CCN1C1CCCC1 (stereo not drawn)	-18%	nt	-8%	-4%	0%	-17%	-7%	-5%	-22%
Cc1cccc(C)c1Nc1c(-c2ccc(O)cc2)nc2sccn12	-28%	4µM*	-8%	-10%	40µM*	-8%	nt	-8%	-7%
COc1ccc2nc3cc(Cl)ccc3c(C#N)c2c1	-16%	50µM*	1%	-17%	-14%	-10%	-3%	67%[activator]	1%
Cc1cc(N/N=C\c2ccccc2)nc(-c2ccccc2O)n1	11%	18%[59 µM]	-10%	-17%	12%	-5%	6%	95%[activator]	-2%
O=C(NCc1ccncc1)Nc1ccc(Cl)cc1Cl	-10%	-25%[59 µM]	-19%	-1%	0%	3%	1%	-1%	3%
